ARNT TACC3 PPI – disruptors of human ARNT/TACC3 interaction. Q9Y6A5. inhibition, % at 9.99 µM. 390,000 compounds, 0.66% hits. AlphaScreen His-ARNT PAS-B/GST-TACC3 binding, luminescence; TACC3 fragment carries E629A point mutation;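 active means mean inhibition of replicates at least 50% and at least half of replicates each reaching 50%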;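 further: 0% = complete ARNT plus TACC3 wells and 100% = ARNT alone without TACC3; many hits fall short of the cut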
CFTR F508del cor – CFTR F508del correction in bronchial cells | 350,000 compounds, 0.36% hits | activity (quench increase), % at 7.58 µM | CFBE cells, YFP halide quenching; stimulated with forskolin plus potentiator P3; % fluorescence drop versus neutral controls | AID 720511;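 active means mean added fluorescence quench of at least 8% versus neutral control, with both replicates also reaching 8%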;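 further: cells transiently co-express mutant CFTR-F508del with the halide-sensitive YFP; corrector assay measuring rescue of mutant channel to the surface after 24 h compound exposure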
RAD54 inh – blocks human RAD54 Holliday junction branch migration. Q92698. FAM/BHQ fluorescence. inhibition, % at 10.4 µM. 360,000 compounds, 0.14% hits;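 active means mean normalized replicate activity at least 40 and at least half of replicates scoring 40 or more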;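 further: 0% = median of neutral control wells and 100% = median of positive control wells; inhibitors cause a drop in the FAM fluorescence signal; in these data hits start at about 50%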
GSIS activator – GLuc luminescence reporter in INS-1E cells, primary screen for activators of glucose-dependent secretion of insulin. INS-1E GLuc reporter insulin secretion, 2-3 h. activation, % at 16.6 µM. 370,000 compounds, 0.61% hits. AID 743287;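 active means lowest replicate activation of at least 40%, so every replicate reaches that level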;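 further: 0% = median of neutral control wells and 100% = median of IBMX positive control wells; some compounds called inactive have numbers as strong as hits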
esBAF inh – inhibitors of esBAF chromatin remodeling in mouse ES cells; Bmi1-luciferase knock-in reporter, 24 h; 100% = twice the neutral-well signal; reporter increase, % at 12.5 µM; 350,000 compounds, 2% hits; in the data active means activation above about 40%;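 further: 0% = median of the plate's neutral control wells and 100% = double that signal; a rise in the Bmi1 reporter signal indicates esBAF inhibition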
RAD52 inh – inhibitors of human RAD52 DNA annealing | 360,000 compounds, 0.46% hits | inhibition, % at 18.7 µM | P43351 | recombinant RAD52 DNA annealing, FRET fluorescence | AID 651710;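 active means every replicate showing at least 50% inhibition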
ERAP1 inh – ERAP1 (human) enzyme inhibition; Q9NZ08; recombinant ERAP1, Leu-AMC fluorescence, 60 min; inhibition, % at 10.7 µM; 340,000 compounds, 0.15% hits;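 active means mean replicate inhibition of at least 30%, or all replicates individually reaching that 30% level; inactive means mean below 30% and not every replicate reaching it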;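 further: 0% = neutral control wells and 100% = L-leucinethiol positive control wells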
Target sequence (Q9NZ08 whole entry, looked up): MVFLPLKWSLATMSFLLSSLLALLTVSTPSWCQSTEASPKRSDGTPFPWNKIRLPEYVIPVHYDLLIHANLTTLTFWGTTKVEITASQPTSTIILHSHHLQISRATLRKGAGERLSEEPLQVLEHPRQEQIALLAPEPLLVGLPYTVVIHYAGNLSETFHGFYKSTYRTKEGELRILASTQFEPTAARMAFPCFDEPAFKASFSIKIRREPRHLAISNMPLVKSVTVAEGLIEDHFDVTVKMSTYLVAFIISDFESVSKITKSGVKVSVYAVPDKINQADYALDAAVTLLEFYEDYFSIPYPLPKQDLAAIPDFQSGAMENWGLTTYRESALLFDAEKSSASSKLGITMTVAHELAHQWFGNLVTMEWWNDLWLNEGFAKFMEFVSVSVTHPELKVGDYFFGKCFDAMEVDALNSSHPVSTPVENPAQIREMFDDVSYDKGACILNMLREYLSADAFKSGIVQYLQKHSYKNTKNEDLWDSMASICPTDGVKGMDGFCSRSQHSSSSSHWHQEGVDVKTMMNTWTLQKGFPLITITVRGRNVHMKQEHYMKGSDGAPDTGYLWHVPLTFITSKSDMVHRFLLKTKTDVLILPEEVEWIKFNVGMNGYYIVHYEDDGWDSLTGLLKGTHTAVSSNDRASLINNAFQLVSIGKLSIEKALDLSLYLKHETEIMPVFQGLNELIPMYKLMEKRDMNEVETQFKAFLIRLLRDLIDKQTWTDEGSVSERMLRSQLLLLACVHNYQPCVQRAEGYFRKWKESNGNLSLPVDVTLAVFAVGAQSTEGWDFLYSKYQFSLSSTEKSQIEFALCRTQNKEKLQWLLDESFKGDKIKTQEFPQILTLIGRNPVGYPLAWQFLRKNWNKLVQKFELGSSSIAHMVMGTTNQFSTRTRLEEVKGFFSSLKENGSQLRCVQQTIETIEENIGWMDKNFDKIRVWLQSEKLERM
Xi reactivation – X-chromosome reactivation activator. activation, % at 7.58 µM. AID 743238. 360,000 compounds, 0.055% hits. XiGFP mouse fibroblasts, % GFP-positive cells imaging, 3 d; cells co-treated with 5-aza-dC sensitizer; scaled so ellipticine positive control = 100%;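 active means mean normalized replicate activation at least 10% and every replicate at or above 10%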;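 further: 0% = median of on-plate neutral control wells and 100% = ellipticine 6 µM median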
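assay system = SV40-immortalized XiGFP fibroblast cells, line 68-5-11 | buffer or medium = DMEM plus 5-aza-dC sensitizer | doses = single-point pinned compound dosing | times = 3-day compound exposure, then 15 min fixation at room temperature | benchmarks = positive control ellipticine, 6 µM final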
The depositor's hits bear a star; . = no result given. Random draw from the library, and some 3.3% of all compounds hit somewhere here.

Below each compound: ARNT TACC3 PPI | CFTR F508del cor | RAD54 inh | GSIS activator | esBAF inh | RAD52 inh | ERAP1 inh | Xi reactivation
CCOc1ccccc1CN1CCC(O)CC1
  1 | 0.0 | -2 | -4 | 4 | -6 | 13 | .
O=C(CN1CCN(c2ccc(Cl)cc2)CC1)c1ccccc1
  -2 | 0.2 | 8 | 7 | 0 | -26 | -3 | 0.2
O=C(C1CCC1)N1CCCCN2[C@@H](CO)[C@H](c3ccc(-c4cccc(F)c4)cc3)[C@@H]2C1
  10 | 0.5 | -14 | . | -10 | 40 | -1 | .
O=C1COc2ccc(C(=O)COC(=O)c3ccc(Cl)cc3[N+](=O)[O-])cc2N1
  -15 | 2.1 | 4 | 8 | -6 | 7 | 2 | 0.3
O=C(Nc1ccccc1F)c1csc(COCCO)n1
  . | 2.4 | 5 | 11 | 29 | -14 | -1 | 0.3
COc1ccc([C@H]2CC(=O)C=C(/C=C/c3ccccc3)C2)cc1OC
  8 | 1.2 | 0 | -9 | 1 | -15 | -4 | 0.7
Cc1cc(C(=O)Cn2nc(C(=O)O)c3ccccc3c2=O)c(C)n1CCc1ccc(Cl)cc1
  -2 | -3.1 | . | . | . | -23 | -1 | 0.0
CCN1C(=O)C(=O)N(CC(=O)N2CCN(c3ccccc3)CC2)C1=O
  0 | 0.9 | . | 2 | . | -10 | -2 | 0.0
CC(C)CN(C(=O)CN(C)C(=O)Cc1c(F)cccc1Cl)c1c(N)n(CC(C)C)c(=O)[nH]c1=O
  . | 0.5 | 2 | 1 | -5 | -6 | -1 | 0.0
COc1cccc(S(=O)(=O)Nc2ccc3c(c2)C(=O)N(C)C[C@H](OC)[C@H](C)CN(C(=O)Cc2cccnc2)[C@@H](C)CO3)c1
  -7 | -3.7 | -2 | 2 | -3 | -6 | -2 | 0.1
Cc1cccc(NC(=O)CCCSc2nc3ccccc3[nH]2)c1
  -16 | -1.8 | . | -10 | . | -11 | 0 | 0.0
CCc1ccc2[nH]c3nc(SCCN4CCOCC4)nnc3c2c1
  -2 | . | -1 | . | 32 | -9 | 0 | 0.0
C[C@@H]1CCCCO[C@@H](CN(C)S(=O)(=O)c2ccc(F)cc2)[C@@H](C)CN([C@H](C)CO)C(=O)c2cc(NS(=O)(=O)c3cccs3)ccc2O1
  2 | 1.2 | -2 | 2 | 0 | -11 | 1 | 0.1
O=C1NC2(CCCCCC2)C(=O)N1Cc1c(F)cccc1Cl
  -9 | 2.5 | 9 | 12 | -2 | -5 | 0 | -0.1
COc1cccc(NC(=O)CN(C)C(=O)CCCNC(=O)c2ccc(Cl)cc2)c1
  3 | 2.3 | 3 | -15 | 24 | -9 | 1 | 0.2
CC1=NN(c2cccc(C(=O)O)c2)C(=O)/C1=C\C=C/c1ccccc1
  . | 0.7 | . | -6 | . | 4 | 10 | 2.0
COCCCN(Cc1cccs1)S(=O)(=O)c1c[nH]c(C(=O)OC)c1
  -7 | 0.6 | 4 | 14 | -5 | -10 | 2 | 0.0
NS(=O)(=O)c1ccc(CCNC(=O)CN2CCN(Cc3cccc4ccccc34)CC2)cc1
  2 | 0.1 | 8 | 8 | 4 | -15 | -1 | 0.4
COCCCNC(=O)Cn1cc(/C=C(\C#N)C(=O)NC2CC2)c2ccccc21
  1 | 5.0 | 3 | -3 | 7 | -22 | 3 | 0.1
CCOC(=O)CCC(NC(=O)c1ccc(CNc2nc3cc(C(F)(F)F)ccc3nc2C(=O)OCC)cc1)C(=O)OCC (stereo not given)
  14 | 2.8 | . | 6 | 11 | -18 | -1 | 0.1
Cc1ccc(-c2ccc3c(c2)O[C@H](CN(C)C(=O)CC2CC2)[C@H](C)CN([C@H](C)CO)S3(=O)=O)cc1
  3 | -0.6 | 2 | -13 | 0 | 13 | -3 | -0.5
COc1ccc(C[C@H]2CCc3cnnn3COC[C@H](CC(C)C)NC2=O)cc1
  . | . | . | -5 | . | 17 | 3 | 0.0
CCOC(=O)C1CCN(S(=O)(=O)c2cc(C(=O)OC)n(C)c2)CC1
  1 | -0.7 | -9 | 1 | 0 | -14 | . | 0.1
NC(=O)c1c(NC(=O)c2cnccn2)sc2c1CCCC2
  . | 3.3 | . | 1 | . | -14 | 2 | 0.0
CCOC(=O)c1c(C)[nH]c(C(=O)OC(C)C(=O)NCc2ccccc2)c1C (stereo not given)
  . | 3.5 | -4 | 2 | -3 | -6 | -4 | -0.1
COCCCNC(=O)CN1C(=O)COc2ccc(S(=O)(=O)N3CCCCCC3)cc21
  . | -2.1 | -2 | 2 | -1 | -2 | 1 | 0.1
O=C(NC1CCCCC1)N1CC2(C1)[C@H](c1ccccc1)[C@H](CO)N2CC1CC1
  . | 0.2 | . | -8 | . | -12 | 2 | 0.0
C[C@@H]1CN([C@H](C)CO)C(=O)c2cc(NC(=O)Nc3cccc4ccccc34)ccc2O[C@@H](C)CCCCO[C@@H]1CN(C)Cc1ccc(C(F)(F)F)cc1
  -8 | -1.1 | 8 | -2 | -1 | . | . | 0.2
CCOP(=O)(Cc1ccc(C(C)(C)CC(C)=O)o1)OCC
  . | -2.2 | -24 | -1 | -1 | -8 | . | 0.1
Cc1ccc(NC(=O)COC(=O)Cn2nc(-c3ccc(F)cc3)oc2=O)cc1C
  -5 | -1.1 | -2 | . | . | -4 | 6 | 0.3
COCCCNC(=S)N(Cc1ccccc1)Cc1nc2ccccc2c(=O)[nH]1
  -8 | -3.0 | 1 | 12 | 3 | -18 | -1 | -0.1
CC(C)C(=O)NNS(=O)(=O)c1ccccc1
  4 | 1.7 | . | -8 | . | -9 | 4 | 0.0
O=C(COC(=O)/C=C/c1ccc(F)cc1)Nc1cc(C(F)(F)F)ccc1N1CCOCC1
  . | 0.1 | . | 13 | . | -8 | 0 | -0.1
CN(C)C(=O)C[C@H]1C=C[C@H](NS(=O)(=O)c2ccccc2)[C@@H](CO)O1
  1 | -1.4 | -1 | 6 | 0 | -2 | 0 | 0.1
C[C@H](CO)N1C[C@H](C)[C@H](CN(C)Cc2ccc(Oc3ccccc3)cc2)Oc2ccc(NC(=O)Cc3ccccc3)cc2CC1=O
  -3 | -2.7 | 4 | -15 | -4 | 8 | 0 | -0.8
Cc1noc(C)c1NC(=O)NCC[C@@H]1CC[C@@H](NC(=O)c2ccc(F)cc2)[C@@H](CO)O1
  -7 | 0.7 | -5 | 9 | 1 | -11 | -2 | -0.3
C[C@H](CO)N1C[C@H](C)[C@H](CN(C)C)OCCCC[C@H](C)Oc2ccc(NC(=O)Nc3cccc4ccccc34)cc2C1=O
  27 | 0.1 | 5 | -5 | -1 | 14 | 0 | -0.3
O=C(C[C@@H]1C[C@@H]2c3cc(NC(=O)Nc4ccccc4)ccc3O[C@@H]2[C@@H](CO)O1)NCC1CC1
  1 | 2.3 | -2 | -4 | 0 | -9 | -1 | 0.0
CC1CCCN(S(=O)(=O)c2ccc(Br)s2)C1 (stereo not given)
  -1 | . | -9 | . | . | 0 | -1 | -0.1
CCOC(=O)c1ccc(NC(=O)CSc2nc(=O)n(CCN3CCOCC3)c3c2CCC3)cc1
  5 | 1.9 | 3 | 6 | 10 | -12 | 1 | 0.0
CCOC(=O)N1CCN(c2c(N3CCN(c4ccccn4)CC3)c(=O)c2=O)CC1
  6 | 1.8 | -12 | -3 | -6 | 10 | 5 | 0.1
CCCc1ccc2oc(C(=O)NCCc3nc(C(=O)OCC)cs3)c(C)c2c1
  -8 | 0.3 | -5 | -41 | . | -10 | -5 | -0.1
O=C(Cc1c[nH]c2ccccc12)Nc1ccc(Nc2cccnc2)c(Br)c1
  . | -2.4 | . | -21 | . | -26 | -3 | 0.2
COc1ccccc1N(CC(=O)NC1CCCCC1)C(=O)c1csnn1
  -1 | . | -7 | 10 | 4 | . | . | .
CCOC(=O)c1c(NC(=S)NNS(=O)(=O)c2ccc(Br)cc2)sc2c1CCCCC2
  -5 | 0.1 | -5 | -1 | 6 | -8 | 0 | -0.1
COC(=O)C1=C(C(=O)OC)C2C=CC1C1C(OC(C)=O)C(OC(C)=O)C21 (stereo not given)
  . | 1.1 | 3 | 5 | -8 | -17 | -5 | 0.2
N#C/C(=N\Nc1ccc(S(=O)(=O)N2CCCCCC2)cc1)C(N)=S
  27 | -4.2 | . | -47 | . | 1 | 3 | 0.0
Cn1c2c(c(=O)n(C)c1=O)C(CC(=O)Nc1ccccc1F)C(=O)N2 (stereo not given)
  . | -0.7 | -5 | -12 | . | -15 | . | 0.0
C[C@@H]1CN([C@H](C)CO)S(=O)(=O)c2ccc(/C=C/c3ccccc3)cc2O[C@H]1CN(C)C
  -1 | -4.0 | 13 | 7 | -5 | 44 | 1 | 0.1
CCCCCCC(C)n1[nH]c(=O)c2c(C)cc(C)nc21 (stereo not given)
  6 | -2.8 | . | 10 | . | -19 | . | 0.3
COc1ccccc1N1CCN(C2CCCN(C(=O)c3cc(C4CC4)on3)C2)CC1 (stereo not given)
  0 | -2.8 | -2 | -11 | -8 | -1 | -2 | 0.0
Cc1cc(C)nc(SCc2cc(=O)c(OC(=O)c3cccc([N+](=O)[O-])c3)co2)n1
  -1 | 2.7 | 4 | 15 | . | -13 | 0 | 0.0
C[C@@H]1CCCCO[C@H](CN(C)C(=O)c2ccccc2)[C@@H](C)CN([C@@H](C)CO)C(=O)c2cc(NC(=O)Nc3cccc4ccccc34)ccc2O1
  -5 | -1.4 | 2 | 5 | 3 | 5 | 0 | 1.1
O=C(c1cnccn1)N1CC(=O)N2[C@H](CO)[C@@H](c3ccc(C#CCC4CCCC4)cc3)[C@@H]2C1
  . | 2.1 | . | 9 | . | -10 | 2 | 0.1
COc1ccc(F)cc1S(=O)(=O)Nc1ccc2c(c1)OCCO2
  2 | -2.8 | 10 | -7 | 2 | -7 | -2 | 0.2
C[C@@H]1CCCCO[C@H](CN(C)Cc2ccccc2)[C@H](C)CN([C@H](C)CO)C(=O)c2cc(NS(=O)(=O)c3ccc(F)cc3)ccc2O1
  4 | 1.1 | -3 | -18 | 2 | 44 | 0 | -0.1
Cc1ccc2nc(CC(O)(c3ccccc3)c3ccccc3)ccc2c1
  . | 5.9 | -6 | 13 | 1 | 0 | 0 | 0.1
CC1CCN(C(=O)NC(=O)c2ccccc2)CC1
  1 | 1.5 | -1 | 6 | -4 | -5 | 3 | 0.1
O=C(NNc1c2ccccc2nc2ccccc12)C(O)c1ccccc1 (stereo not given)
  . | 4.6 | -8 | -27 | . | -6 | -8 | -0.1
O=C(CSc1nc(=O)n2ccccc2n1)NCCc1ccccc1
  1 | 3.5 | -3 | -1 | -7 | 3 | 0 | 0.0

In the list so far, 3 contain a CF3 group:
Below each compound: ARNT TACC3 PPI | CFTR F508del cor | RAD54 inh | GSIS activator | esBAF inh | RAD52 inh | ERAP1 inh | Xi reactivation
CCOC(=O)CCC(NC(=O)c1ccc(CNc2nc3cc(C(F)(F)F)ccc3nc2C(=O)OCC)cc1)C(=O)OCC (stereo not given)
  14 | 2.8 | . | 6 | 11 | -18 | -1 | 0.1
C[C@@H]1CN([C@H](C)CO)C(=O)c2cc(NC(=O)Nc3cccc4ccccc34)ccc2O[C@@H](C)CCCCO[C@@H]1CN(C)Cc1ccc(C(F)(F)F)cc1
  -8 | -1.1 | 8 | -2 | -1 | . | . | 0.2
O=C(COC(=O)/C=C/c1ccc(F)cc1)Nc1cc(C(F)(F)F)ccc1N1CCOCC1
  . | 0.1 | . | 13 | . | -8 | 0 | -0.1
